BLM inh: inhibitors of human Bloom syndrome helicase BLM; P54132; recombinant BLM DNA unwinding, fluorescence dequenching; Potency, µM (titrated, usually from 56.1 µM), inactives show at the top dose activity change, negative = inhibition, hits mostly inhibitors; hit rate 0.2% among 350,000;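 also: plate controls were vehicle for no effect and no enzyme for full effect; nearly all actives have a fitted effect of over 35% in size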
APE1 inh: blocks human APE1 abasic DNA cleavage; P27695; recombinant APE1, TAMRA/BHQ-2 abasic DNA cleavage fluorescence; Potency, µM (highest dose often 65.8 µM), without a hit: top-dose activity change, negative = inhibition, hits mostly inhibitors; hit rate 0.35% among 350,000; AID 2517;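 also: plate controls were vehicle for no effect and reference inhibitor for full effect; nearly all actives have a fitted effect of over 55% in size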
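APE1 at 0.75 nM final was preincubated with compound 15 min at room temperature, then 50 nM double-stranded THF abasic-site substrate (5'-TAMRA/3'-BHQ-2) was added. Fluorescence (ex 525/em 598 nm) was read kinetically; third-minus-first read gave activity.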
POLK inh: inhibitors of human DNA polymerase kappa; Q9UBT6; purified Pol kappa, fluorescent DNA synthesis assay, 10 min; Potency, µM (doses to about 107 µM), for the others: at the top dose activity, negative = inhibition, most hits filed as inhibitors; hit rate 0.53% among 400,000; AID 588579; also: % is scaled to controls: 0 for no effect and ±100 for the full control effect
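10 nM Pol kappa was preincubated with compounds for 15 min at room temperature. Reaction started with 50 nM (final) substrate. Fluorescence read kinetically at 0 and 10 min.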
POLI inh: DNA polymerase iota (human) inhibition; hit rate 1% among 390,000; AID 588590; Q9UNA4; Potency, µM (titrated, usually from 115 µM), inactives show at the top dose activity, negative = inhibition, hits mostly inhibitors; Pol iota fluorescent replication assay, 10 min
Target sequence (Q9UNA4 whole entry, looked up): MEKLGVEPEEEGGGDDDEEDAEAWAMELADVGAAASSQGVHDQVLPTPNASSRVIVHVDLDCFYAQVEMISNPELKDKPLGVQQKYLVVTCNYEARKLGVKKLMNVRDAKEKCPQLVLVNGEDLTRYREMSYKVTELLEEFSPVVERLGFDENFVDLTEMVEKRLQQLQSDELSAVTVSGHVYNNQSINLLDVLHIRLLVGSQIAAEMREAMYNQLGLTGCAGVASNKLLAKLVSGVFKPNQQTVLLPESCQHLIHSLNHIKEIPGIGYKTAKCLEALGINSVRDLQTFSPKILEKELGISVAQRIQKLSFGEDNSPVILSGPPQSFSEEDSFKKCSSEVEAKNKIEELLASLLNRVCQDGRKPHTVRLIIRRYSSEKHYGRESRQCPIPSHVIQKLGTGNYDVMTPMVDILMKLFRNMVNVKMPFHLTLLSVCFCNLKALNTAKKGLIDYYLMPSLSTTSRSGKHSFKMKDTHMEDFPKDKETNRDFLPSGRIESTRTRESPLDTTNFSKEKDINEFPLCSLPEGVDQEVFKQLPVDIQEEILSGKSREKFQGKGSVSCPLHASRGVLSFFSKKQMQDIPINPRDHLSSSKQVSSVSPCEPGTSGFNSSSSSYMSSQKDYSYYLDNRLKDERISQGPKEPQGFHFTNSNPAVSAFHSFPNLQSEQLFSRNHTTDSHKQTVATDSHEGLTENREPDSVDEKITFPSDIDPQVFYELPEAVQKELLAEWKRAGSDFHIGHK
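Pol iota at 10 nM preincubated 15 min with compounds at room temperature; reaction started with fluorescent substrate, 50 nM final. Fluorescence read kinetically at 0 and 10 min; buffer-only wells as negative control.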
BAZ2B block: blocks human BAZ2B. AlphaScreen BAZ2B-H3K14Ac peptide displacement. Potency, µM (series often up to 114 µM), inactives show at the top dose activity change, negative = inhibition, most hits filed as inhibitors. hit rate 4.4% among 360,000. AID 504333; also: % is scaled to controls: 0 for no effect and ±100 for the full control effect; nearly all actives have a fitted effect of over 60% in size
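BAZ2B 50 nM plus b-H3(5-23)K14Ac 50 nM, PBS pH 7.4/0.01% Tween-20, 30 min RT; compound added (max 110 uM), 30 min RT; streptavidin donor/Ni-chelate acceptor beads 10 ug/mL final, 20 min dark; AlphaScreen read.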
G9a inh: blocks human histone lysine methyltransferase G9a | Q96KQ7 | G9a H3K9 monomethylation, AlphaScreen, 2 h | AID 504332 | hit rate 8.8% among 350,000 | Potency, µM (highest dose often 102 µM), for inactives: at the highest dose activity, negative = inhibition, usual class: inhibitors; also: % is scaled to controls: 0 for no effect and ±100 for the full control effect; nearly all actives have a fitted effect of over 75% in size
Target sequence (Q96KQ7 913-1193 limits assumed): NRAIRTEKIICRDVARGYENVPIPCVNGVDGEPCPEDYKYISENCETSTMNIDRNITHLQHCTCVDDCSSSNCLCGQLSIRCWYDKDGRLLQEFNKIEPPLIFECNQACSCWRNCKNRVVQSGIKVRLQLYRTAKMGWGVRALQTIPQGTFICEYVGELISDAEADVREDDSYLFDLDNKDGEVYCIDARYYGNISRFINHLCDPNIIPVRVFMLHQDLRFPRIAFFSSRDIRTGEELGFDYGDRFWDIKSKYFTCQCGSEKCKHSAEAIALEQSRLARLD
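Quantitative HTS format: methyltransferase activity on a biotin-tagged H3K9 peptide is measured by AlphaScreen, using a rabbit anti-monomethyl-H3K9 antibody with streptavidin donor and anti-IgG acceptor beads. Final levels are 20 nM enzyme, 500 nM peptide, 20 uM SAM; 2 h RT.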
POLH inh: blocks human DNA polymerase eta activity; Q9Y253; recombinant Pol eta, fluorescent DNA replication assay; Potency, µM (titrated, usually from 114 µM), without a hit: at the top dose activity change, negative = inhibition, most hits filed as inhibitors; hit rate 1.2% among 390,000; also: % is scaled to controls: 0 for no effect and ±100 for the full control effect
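Pol eta (10 nM) was preincubated with compounds for 15 min at room temperature, after which fluorescent replication substrate (50 nM final) was added to start the reaction. Fluorescence was read kinetically at 0 and 10 min.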
Pol beta inh: blocks human DNA polymerase beta activity | P06746 | Pol beta primer extension/strand displacement, fluorescence kinetic | Potency, µM (highest dose often 114 µM), without a hit: at the top dose activity change, negative = inhibition, most hits filed as inhibitors | hit rate 1.3% among 340,000 | AID 485314; also: % is scaled to controls: 0 for no effect and ±100 for the full control effect
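Enzyme-only controls used 10 nM Pol beta; buffer lacking enzyme served as negative control. Compound preincubated 15 min, then 50 nM substrate added; 0 and 10 min reads at room temperature.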
Apoferritin bind: candidate novel general anesthetic via apoferritin binding. P02791. apoferritin/1-aminoanthracene competitive binding, fluorescence. Potency, µM (highest dose often 77.5 µM), for inactives: at the top dose activity change, negative = displacement, actives largely listed as inhibitors. hit rate 0.074% among 350,000; also: % is scaled to controls: 0 for no effect and ±100 for the full control effect; nearly all actives have a fitted effect of over 20% in size
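Apoferritin-based anesthetic binding model; compound displacement of fluorescent 1-AMA measured as endpoint fluorescence after 10 minutes at room temperature, scaled to free-ligand and complex controls.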
* hit, by the source's call; ? = inconclusive; · = not tested or not shown; & = joins results of further samples; [ ] = dose if it differs, or a comment. Calls follow the shape of the dose curve; as a rule, active = well fitted curve in the direction sought with a large enough effect; inconclusive = small, poorly fitted or top-dose-only effect, or another doubt; inactive = no such curve, though single readings can be large; an effect the other way counts as inactive or inconclusive. Potency is read from the fitted curve at half-maximal effect. This is a subset; the hit share may differ from the screen's.

Results follow in this order: APE1 inh | BLM inh | Pol beta inh | POLI inh | POLK inh | BAZ2B block | POLH inh | Apoferritin bind | G9a inh
- Cc1cnc(=O)[nH]c1SCc1ccc(C(F)(F)F)cc1
→ -1% | -3% | -2% | 20% | -4% | 0% | 6% | ? | -1%[59 µM]
- CCCOc1ccc(C(=O)NC(=S)Nc2nc(C)c(C(=O)N(C)C)s2)cc1
→ 0% | -3% | -10% | -2% | -8% | -34% | -14% | -22% | 11µM*
- CC(=O)Nc1cc[n+](C(C)C(=O)c2ccc(Br)cc2)cc1 (configuration not stated)
→ 2% | 1% | 15% | 55%[activator] | -7% | -7% | -2% | -7% | -12%
- Cc1ccc(NC(=O)C2CSC3(C)CCC(=O)N23)cc1S(=O)(=O)N1CCCCCC1 (configuration not stated)
→ -2% | · | · | 4% | 13% | 13% | -14% | · | 17%[12.7 µM]
- COc1ccccc1CNC(=O)c1ccccc1N
→ -2% | 1% | -1% | 18% | 1% | -34% | 8% | -17% | 2%
- O=C(Cc1c[nH]c2ccccc12)NCc1ccncc1
→ -19% | 0% | 16% | 2% | 6% | -15% | -10% | -1% | -1%
- COC(=O)c1ccc(-c2nc(CN3CCC(C(=O)N4CCOCC4)CC3)c(C)o2)cc1
→ 1% | 1% | 27% | 31%[activator] | -22% | -11% | -16% | -6% | 4%
- COc1ccc(OC)c(CCNC(=O)CC2Oc3ccc(C)cc3NC2=O)c1 (configuration not stated)
→ 4% | -1% | 0% | 28% | 13% | 3% | -13% | -1% | ?
- Cc1cc(=O)n2nc(N(C)CC(=O)NCc3cccc(Br)c3)sc2n1
→ · | 2% | -3% | 17% | -8% | 3% | -12% | -6% | 17%[59 µM]
- Cc1cccc(C)c1NC(=O)CS(=O)CC(=O)Nc1ccc(F)cc1F (configuration not stated)
→ -4% | 1% | 8% | 20% | -16% | -3% | 1% | -12% | -4%[12.7 µM]
- COc1ccc(NC2CCCN(C(=O)c3ccccc3C(F)(F)F)C2)cc1 (configuration not stated)
→ 15% | -3% | 1% | -6% | -21% | ? | -16% | -17% | 40µM*
- O=C(O)CC1S/C(=N/N=C/C=C/c2ccccc2)NC1=O (configuration not stated)
→ 1%&16% | 3%&1% | 9% | -5%&5% | -6%&-6% | 79µM* | -8%&2% | -9%&3% | 7.9µM*
- CCOc1ccc(N(CC(=O)N2CCCCC2)S(=O)(=O)c2ccc(Cl)cc2)cc1
→ 9% | -2% | -24% | ? | -10% | -2% | -17% | -16% | 20%
- O=C(C1CCC(CNc2c(N3CCCCC3)c(=O)c2=O)CC1)N1CCN(c2ccccn2)CC1 (configuration not stated)
→ 30% | 1% | 22% | 19% | -3% | -1% | 1% | -9% | 20%
- CCOc1ccc(/C(C)=N/NC(=O)C(OC)c2ccccc2)cc1 (configuration not stated)
→ ? | -4% | ? | 103%[activator] | -15% | -15% | -1% | -9% | -1%
- CC(=O)NCCc1nc2ccccc2n1Cc1ccc(C)cc1
→ -7% | -2% | 20% | 2% | -8% | -4% | -13% | -1% | 21%
- O=C1CC(N2CCN(Cc3ccc4c(c3)OCO4)CC2)C(=O)N1c1cccc2ccccc12 (configuration not stated)
→ -1% | -3% | 0% | 7% | -2% | -23% | -6% | -13% | -10%
- CCCN1CCN(C(=O)c2ccc(F)c(S(=O)(=O)N3CCOCC3)c2)CC1
→ 25% | · | · | 16% | -12% | 6% | -17% | · | 23%[12.7 µM]
- CC(C)c1ccc(NC(=O)C2CC2c2ccccc2)cc1 (configuration not stated)
→ 15% | -13% | -16% | -1% | -23% | -6% | -12% | 35µM* | ?
- CC(C)Nc1cc(N2CCCC2)ccc1[N+](=O)[O-]
→ -3% | -2% | 37% | 24% | -1% | -25% | -12% | -16% | 10%

Record cards, from the list above. Screens in order: APE1 inh | BLM inh | Pol beta inh | POLI inh | POLK inh | BAZ2B block | POLH inh | Apoferritin bind | G9a inh
O=C(O)CC1S/C(=N/N=C/C=C/c2ccccc2)NC1=O (configuration not stated) in the list: 1%&16% | 3%&1% | 9% | -5%&5% | -6%&-6% | 79µM* | -8%&2% | -9%&3% | 7.9µM*
COc1ccccc1CNC(=O)c1ccccc1N in the list: -2% | 1% | -1% | 18% | 1% | -34% | 8% | -17% | 2%
Cc1ccc(NC(=O)C2CSC3(C)CCC(=O)N23)cc1S(=O)(=O)N1CCCCCC1 (configuration not stated) in the list: -2% | · | · | 4% | 13% | 13% | -14% | · | 17%[12.7 µM]

The list continues.
Results follow in this order: APE1 inh | BLM inh | Pol beta inh | POLI inh | POLK inh | BAZ2B block | POLH inh | Apoferritin bind | G9a inh
- O=C1Nc2ccccc2S/C1=C/c1cccs1
→ -5% | 0% | 24% | 13% | 2% | -21% | -7% | -5% | 2%
- COc1cc(OC)c(N2CC(C(=O)Nc3cc(Cl)ccc3N3CCOCC3)CC2=O)cc1Cl (configuration not stated)
→ 11% | · | · | 4% | -5% | -6% | -21% | · | -8%[59 µM]
- N#CCCc1cccc(CCC#N)c1
→ -5% | 2% | 5% | 2% | 7% | 1% | 3% | -15% | 42%
- Cc1cc(C)n(CC(=O)NC2CCCCC2C)c(=O)c1C#N (configuration not stated)
→ -5% | · | · | 46%[activator] | 13% | 10% | -6% | · | -2%
- COc1cccc(C(=O)NNC(=O)Cc2csc(N)n2)c1
→ 5% | 0% | 21% | 28% | -9% | 4% | -18% | -4% | 11%
- N#Cc1c(NC(=S)NC(=O)Cc2cccs2)sc2c1CCCCC2
→ -5% | -20% | 45µM* | -14% | ? | 50µM* | -6% | ? | -9%[59 µM]
- COc1ccc(C(=O)Cn2nnc(-c3ccccc3NC(=O)C3CCCCC3)n2)cc1
→ -1% | -5% | -2% | 8% | -11% | 2% | 0% | -12% | -8%[59 µM]
- Cc1ccc(C)c(N(CC(=O)NC2CCCC2)C(=O)c2oc(C(C)(C)C)cc2C)c1
→ 11% | -14% | -8% | 21% | -11% | -1% | 2% | -5% | 8%[59 µM]
- O=C(NCc1ccccn1)c1n[nH]c2ccccc12
→ -1% | -3% | 1% | 18% | -16% | 2% | -5% | -19% | 3%
- COc1cccc(Cn2c(=O)c(-c3cccs3)nc3cnc(N(C)C)nc32)c1
→ 0% | -6% | · | · | 0%[60.1 µM] | · | · | · | 11%[0.501 µM]
- CCN(CC(=O)Nc1ccccc1C(F)(F)F)C(=O)Cc1cccs1
→ 47%[activator] | · | · | 46%[activator] | 2% | -10% | -14% | · | 35%[12.7 µM]
- O=C(CCNC(=O)c1ccccc1)N/N=C/c1ccc([N+](=O)[O-])cc1
→ 3% | 0% | 3% | 82%[activator] | -5% | -3% | -9% | -4% | 28%
- O=C(O)CC(C(=O)O)n1nc(-c2ccccc2)cc1-c1ccccc1 (configuration not stated)
→ -1% | 1% | ? | -12% | -8% | · | 1% | -7% | -34%[59 µM]
- COc1cc(NC(=O)CSc2nnc(NC(C)C)s2)cc(OC)c1OC
→ -3% | -1% | -13% | 7% | -8% | -10% | -1% | -2% | -6%
- COc1ccc(-c2cc(C(F)(F)F)nc(-n3cncn3)n2)cc1
→ 2% | 3% | 1% | 0% | -14% | 7% | -1% | 32µM* | 31%[59 µM]
- Cc1ccc2c(c1)nnn2C1CCN(CC(=O)Nc2ccc(F)cc2)CC1
→ 3% | 0% | -28% | 20% | -10% | -19% | -21% | -2% | 20%[12.7 µM]
- COC(=O)N1CCC2(CC1)CCN(c1ccccc1)CC2
→ 2% | 1% | · | · | 2%[60.1 µM] | · | · | · | -2%[12.7 µM]
- CCc1ccc(Cn2c(CNS(=O)(=O)c3ccc(Cl)s3)nc3cccnc32)cc1
→ · | -2% | 29% | 6% | -5%[60.1 µM] | 3% | -17% | 8% | 53%[activator][59 µM]
- NCCNS(=O)(=O)c1ccc(Cl)c2ccncc12
→ -7% | -2% | · | · | 7%[60.1 µM] | · | · | -6% | ·
- Cc1cn(Cc2ccccc2Cn2cc(C)c(=O)[nH]c2=O)c(=O)[nH]c1=O
→ 1% | -1% | 4% | 50%[activator] | -5% | -2% | -17% | -10% | -2%
- CCCC1C2C(=O)N(c3ccccc3OCC)C(=O)C2ON1c1ccccc1 (configuration not stated)
→ 23% | -2% | 21% | 2% | -1% | -11% | -13% | -10% | -38%
- O=CN1CCN(c2ncnc3c2nnn3Cc2c(F)cccc2Cl)CC1
→ 2% | -6% | -29% | 83%[activator] | -6% | -12% | -21% | -6% | ·
- Cc1ccc(C)c(NC(=O)CN(C)C(=O)CCN2C(=O)c3ccccc3C2=O)c1
→ -3% | 4% | 3% | 3% | -6% | 1% | -23% | -16% | 20%
- CC(/C=C1\NC(=S)NC1=O)=C\c1ccccc1
→ 21% | -1% | 20% | 15% | 8% | -4% | 1% | -2% | 17%[2.33 µM]
- O=C1CC(N2CCN(c3nc4ccccc4s3)CC2)C(=O)N1c1cccc(F)c1 (configuration not stated)
→ -1% | -3% | -24% | 1% | -8% | -9% | -6% | -9% | -6%[2.33 µM]

Fetched by structure from above, five records:
Results follow in this order: APE1 inh | BLM inh | Pol beta inh | POLI inh | POLK inh | BAZ2B block | POLH inh | Apoferritin bind | G9a inh
- CCCC1C2C(=O)N(c3ccccc3OCC)C(=O)C2ON1c1ccccc1 (configuration not stated)
→ 23% | -2% | 21% | 2% | -1% | -11% | -13% | -10% | -38%
- CC(/C=C1\NC(=S)NC1=O)=C\c1ccccc1
→ 21% | -1% | 20% | 15% | 8% | -4% | 1% | -2% | 17%[2.33 µM]
- Cc1ccc(C)c(NC(=O)CN(C)C(=O)CCN2C(=O)c3ccccc3C2=O)c1
→ -3% | 4% | 3% | 3% | -6% | 1% | -23% | -16% | 20%
- O=C1CC(N2CCN(c3nc4ccccc4s3)CC2)C(=O)N1c1cccc(F)c1 (configuration not stated)
→ -1% | -3% | -24% | 1% | -8% | -9% | -6% | -9% | -6%[2.33 µM]
- O=CN1CCN(c2ncnc3c2nnn3Cc2c(F)cccc2Cl)CC1
→ 2% | -6% | -29% | 83%[activator] | -6% | -12% | -21% | -6% | ·
